ASM inhibitor – inhibitors of human secretory acid sphingomyelinase. Potency, µM (titrated, usually from 57.5 µM), without a hit: top-dose activity change, negative = inhibition, actives largely listed as inhibitors. placental ASM, HMU-PC fluorogenic substrate, 60 min. 0.006% of 340,000 active. P17405; further: potency means the concentration at half of the fitted maximal effect
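Human placenta-derived ASM enzyme was preincubated with compound for 10 minutes at room temperature, then given fluorogenic substrate HMU-PC0 (9 uM final) for 60 minutes at 37 °C; a pH 10 stop preceded fluorescence reading at Ex 386/Em 447 nm.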
KCNH2 WT inh – inhibitors of human wildtype KCNH2 potassium channel. Q12809. U2OS, BacMam KCNH2, thallium flux FluxOr; stronger effect = lower value. activity change, % at 1.84 µM. 0.37% of 340,000 active. AID 720551;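 active means maximum activity change below -70%; inconclusive means maximum activity change between -70% and -50%; inactive means maximum activity change above -50%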; further: on the % scale 0 is the no-effect control and ±100 the full control effect
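U2OS cells were transduced with wild-type KCNH2 virus (2.03 x 10^8 / mL) for 4 h at room temperature, then cultured overnight at 37 C. Thallium flux was read with FluxOr dye. Rate constants were normalized to DMSO controls.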
GALK inhibitor – blocks human galactokinase activity. AID 1868. Potency, µM (titrated, usually from 57.5 µM), for the others: at the top dose activity change, negative = inhibition, most hits filed as inhibitors. Purified GALK, Kinase-Glo residual ATP luminescence. 0.007% of 270,000 active; further: potency means the concentration at half of the fitted maximal effect; on the % scale 0 is the no-effect control and ±100 the full control effect
Target sequence (P51570 whole entry, looked up): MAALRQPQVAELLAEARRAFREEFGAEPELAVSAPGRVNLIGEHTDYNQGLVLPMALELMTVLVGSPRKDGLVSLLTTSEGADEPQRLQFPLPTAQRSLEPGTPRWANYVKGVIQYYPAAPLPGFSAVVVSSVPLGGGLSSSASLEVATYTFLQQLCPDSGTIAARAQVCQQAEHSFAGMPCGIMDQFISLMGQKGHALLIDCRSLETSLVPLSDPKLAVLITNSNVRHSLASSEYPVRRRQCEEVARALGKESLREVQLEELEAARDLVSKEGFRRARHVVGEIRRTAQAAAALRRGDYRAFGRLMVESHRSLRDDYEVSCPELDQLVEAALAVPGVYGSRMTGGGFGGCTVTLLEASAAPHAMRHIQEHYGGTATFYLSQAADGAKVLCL
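Human GALK (5 nM) with 35 uM ATP and 100 uM galactose in 20 mM HEPES pH 8.0, 5 mM MgCl2, 60 mM NaCl, 1 mM DTT, 0.01% BSA. After 1 h at room temperature, leftover ATP was read by Kinase-Glo Plus luminescence.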
BCR signal inh – inhibitors of chronic active B-cell receptor signaling. ABC-DLBCL IkBa-CBG/CBR reporter, luminescence ratio, 4 h. Potency, µM (doses to about 46.1 µM), for inactives: at the top dose ratio change, negative = lower green/red ratio, actives largely listed as inhibitors. 0.05% of 340,000 active. AID 493014; active means well fitted inhibition curve with a large enough effect in the signal ratio, with a control signal flat, not every such curve was filed as active; inconclusive means small, poorly fitted or top-dose-only effect, or effect the other way, or a change in a side signal; the % refers to the signal ratio;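 further: potency means the concentration at half of the fitted maximal effect; plate controls were basal doxycycline-induced cells for no effect and cells given 10 µM MG132 for full effect; MG132 reads +100%, hits lower the ratio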
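Cell line TMD8 (human ABC DLBCL), stably expressing tet-inducible CBG68-IkBa fusion and CBR; IMDM/0.5% FBS; cpd up to 46 uM; dox induction, 4 h, 37C/5% CO2; dual luminescence; green/red ratio; MG132 control.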
USP2a block – blocks human ubiquitin-specific protease USP2a; O75604; USP2 core, Ub-CHOP2 coupled fluorogenic reporter, 485/531; Potency, µM (titrated, usually from 38.3 µM), for inactives: at the top dose activity change, negative = inhibition, usual class: inhibitors; 0.01% of 330,000 active;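 further: potency means the concentration at half of the fitted maximal effect; plate controls were DMSO wells for no effect and full inhibition by NEM control for full effect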
Target sequence (O75604 whole entry, looked up): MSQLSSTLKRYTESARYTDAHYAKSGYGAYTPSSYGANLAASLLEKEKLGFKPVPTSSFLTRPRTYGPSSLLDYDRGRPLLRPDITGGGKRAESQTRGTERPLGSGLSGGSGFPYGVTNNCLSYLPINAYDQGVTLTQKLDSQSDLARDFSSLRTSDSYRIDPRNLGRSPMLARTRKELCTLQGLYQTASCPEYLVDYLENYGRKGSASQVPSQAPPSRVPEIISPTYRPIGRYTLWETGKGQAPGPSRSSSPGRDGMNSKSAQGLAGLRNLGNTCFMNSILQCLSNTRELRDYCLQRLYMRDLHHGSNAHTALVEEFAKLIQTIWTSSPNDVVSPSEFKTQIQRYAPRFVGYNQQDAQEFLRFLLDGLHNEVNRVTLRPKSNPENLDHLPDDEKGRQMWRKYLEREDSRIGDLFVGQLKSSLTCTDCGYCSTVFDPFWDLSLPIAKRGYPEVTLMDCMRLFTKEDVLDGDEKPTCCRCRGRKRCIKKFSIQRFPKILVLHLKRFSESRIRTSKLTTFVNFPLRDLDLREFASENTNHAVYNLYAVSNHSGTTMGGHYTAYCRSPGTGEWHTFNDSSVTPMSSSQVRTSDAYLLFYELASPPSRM
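Cell-free coupled assay: 10nM USP2 core preincubated 30min RT with compound in Tris-HCl pH 8.0/CaCl2/CHAPS buffer, then 25nM Ub-CHOP2 and 25nM reporter substrate; fluorescence (Ex 485/Em 531) read after 60min RT, normalized to NEM inhibition, concentration-response curves fitted.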
Mito fusion act – inhibitors of mitochondrial division or activators of mitochondrial fusion; S. cerevisiae fusion-defective mutant growth rescue, CellTiterGlo 48 h; Potency, µM (top dose mostly 46.1 µM), for inactives: at the top dose growth rescue (activation), hits mostly activators; 0.23% of 320,000 active; AID 485298;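 further: potency means the concentration at half of the fitted maximal effect; % of control where 0% means no effect; nearly all actives have a fitted effect of over 45% in size; temperature-sensitive fusion mutants such as fzo1-1 at 37 °C on non-fermentable ethanol glycerol medium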
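Temperature-sensitive fusion-defective S. cerevisiae (e.g. fzo1-1, mgm1-5) were grown with compound in YPEG medium (3% ethanol, 3% glycerol) for 48 hours at 37C. Growth rescue was measured as viability by CellTiterGlo luminescence after 10 minutes at ambient.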
TSHR antagonist – human thyrotropin receptor antagonism; TSHR-expressing cells, TSH-stimulated cAMP HTRF, 2 h; stronger effect = lower value; 0.2% of 330,000 active; activity change, negative = inhibition, % at 11.5 µM; AID 504810;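 active means activity change below a set negative limit, meaning inhibition stronger than a set level, cut at about -70% in these data; inconclusive means activity change between two set negative limits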; further: on the % scale 0 is the no-effect control and ±100 the full control effect
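Competitive HTRF cAMP read-out (cryptate anti-cAMP antibody, cAMP-d2; 30 min, room temperature) in freshly harvested TSHR cells. Compounds added before TSH at EC80 (4nM final), followed by 2 hours' incubation at 37 deg C.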
Menin MLL FP TR – menin-MLL binding inhibition, Texas Red mutant peptide | O00255 | Menin + Texas Red MLL mutant peptide, fluorescence polarization | Potency, µM (top dose mostly 61.6 µM), inactives show at the top dose FP activity change, negative = inhibition, hits mostly inhibitors | 0.23% of 270,000 active | AID 1768; active means well fitted inhibition curve with a large enough effect in the polarisation, with a control signal flat, not every such curve was filed as active; inconclusive means small, poorly fitted or top-dose-only effect, or effect the other way, or a change in a side signal; inactive means no such curve, though single readings can be large or run the other way; the % refers to the polarisation; further: potency means the concentration at half of the fitted maximal effect; % of control where 0% means no effect; many of its hits are not listed in these tables
MBNL1-CUG inh – inhibitors of human MBNL1 binding to CUG repeat RNA; Q9NR56; AID 2675; Potency, µM (doses to about 57.5 µM), for inactives: at the top dose activity change, negative = inhibition, most hits filed as inhibitors; TR-FRET MBNL1-His/biotin-(CUG)12 binding, 665/545 ratio; 0.036% of 280,000 active; active means well fitted inhibition curve with a large enough effect in the signal ratio, with a control signal flat, not every such curve was filed as active; inconclusive means small, poorly fitted or top-dose-only effect, or effect the other way, or a change in a side signal; inactive means no such curve, though single readings can be large or run the other way; the % refers to the signal ratio; further: potency means the concentration at half of the fitted maximal effect; on the % scale 0 is the no-effect control and ±100 the full control effect
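TR-FRET between His-tagged MBNL1 and biotin-(CUG)12 RNA, detected with Tb anti-His antibody (0.055 ng/ul) and streptavidin-XL665 (5 nM), 60 min at room temperature. Compounds titrated 92 nM to 58 uM; 665/545 nm ratio normalized to buffer and complex controls.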
PKM2 activator – PKM2 (human) enzyme activation; P14618; purified PKM2, Kinase-Glo ATP luminescence, activation; response scale: 0% is enzyme alone, no compound; Potency, µM (highest dose often 57.5 µM), without a hit: top-dose activation, most hits filed as activators; 0.34% of 260,000 active; further: potency means the concentration at half of the fitted maximal effect; on the % scale 0 is the no-effect control and ±100 the full control effect; nearly all actives have a fitted effect of over 55% in size
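ATP formation by purified human PK-M2, quantified via coupled luciferase luminescence after 1 h at room temperature with 0.1 mM ADP and 0.5 mM PEP final.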
Eya2 inh – blocks the phosphatase activity of human Eya2; recombinant Eya2, OMFP fluorescence dephosphorylation (OMFP is methylfluorescein phosphate); Potency, µM (series often up to 76.9 µM), for inactives: at the highest dose activity, negative = inhibition, actives largely listed as inhibitors; 0.006% of 330,000 active; AID 488837; further: potency means the concentration at half of the fitted maximal effect; on the % scale 0 is the no-effect control and ±100 the full control effect
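Eya2 (0.2 uM) preincubated 10 min at ambient with compound, then OMFP substrate added at 50 uM; 10 min reaction in 50 mM HEPES pH 7.5, 50 mM NaCl, 5 uM MgCl2, 0.05% BSA, 1 mM DTT. Fluorescence read at Ex 485/Em 525 nm.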
* hit, by the source's call; ? = inconclusive; · = not tested or not shown; [ ] = dose if it differs, or a comment. Unless noted, the call rests on the fitted dose curve; in most records, active means well fitted curve in the direction sought with a large enough effect; inconclusive means small, poorly fitted or top-dose-only effect, or another doubt; inactive means no such curve, though single readings can be large; an effect the other way counts as inactive or inconclusive. A portion of the library; count on the stated rates, not on these rows.

SMILES	ASM inhibitor	KCNH2 WT inh	GALK inhibitor	BCR signal inh	USP2a block	Mito fusion act	TSHR antagonist	Menin MLL FP TR	MBNL1-CUG inh	PKM2 activator	Eya2 inh
CCOC(=O)N1CCC(NC(=O)C2CCN(c3nc(-c4ccc(OC)cc4)no3)CC2)CC1	2%	2	-2%	2%	2%	-2%	17	9%	-3%	0%	5%
CC(Sc1nnc(C2CC2)n1C1CC1)C(=O)Nc1ccccc1C#N (stereo not drawn)	2%	7	·	11%	0%	-2%	-4	·	·	·	22%
Cc1ccc(/C=N/NC(=O)C(C)Oc2ccccc2[N+](=O)[O-])s1 (stereo not drawn)	3%	8	0%	0%	0%	5%	-2	4%	?	0%	-5%
CN1CCN(CCCCOc2ccccc2-c2ccccc2)CC1	-1%	67	1%	?	-14%	-12%	8	0%	1%	12%	5%
CC(C)(C)NC(=O)C(c1cccs1)N(Cc1ccco1)C(=O)c1csnn1 (stereo not drawn)	1%	-8	-2%	8%	2%	3%	11	·	0%	·	-7%
Cn1/c(=N/N=C/c2ccccn2)sc2ccccc21	5%	-3	10%	?	1%	1%	5	-7%	?	1%	-6%
O=C(COc1ccccc1C(=O)Nc1ccccc1)c1ccc(Br)cc1	-14%	-9	5%	5%	0%	2%	-17	6%	-4%	2%	3%
O=C(Nc1cc(=O)[nH]c2nc(-c3ccccc3)nn12)c1ccccc1Cl	1%	-2	·	0%	-3%	2%	-14	·	-19%	-17%	7%
C(/C=C/c1ccccc1)=N/N1CCN(c2ccccc2)CC1	7%	-3	2%	9%	1%	2%	-7	2%	4%	3%	-6%
O=C(O)CSc1nnc(C2CC2)n1-c1ccccc1	0%	-19	0%	?	0%	0%	9	1%	-1%	3%	14%
COc1ccc(C(=O)C2CCN(C(=O)c3ccc(OC)cc3)CC2)cc1	0%	-4	-1%	0%	0%	2%	-1	-4%	2%	2%	3%
O=[N+]([O-])c1ccc(N2CCN(CCO)CC2)cc1NCc1ccco1	-13%	5	2%	-5%	1%	-5%	1	-13%	·	0%	-7%
COc1ccc(S(=O)(=O)N2CCCC(C(=O)N3CCOCC3)C2)cc1C (stereo not drawn)	5%	-1	0%	1%	0%	0%	0	3%	9%	-3%	-10%
COc1ccc(/C=N/NC2=NS(=O)(=O)c3ccccc32)cc1	0%	5	9%	1%	-7%	-6%	-5	-16%	15%	·	5%
Cc1ccccc1NC(=S)Nc1ccc2[nH]c(=O)[nH]c2c1	2%	-6	5%	-15%	-1%	2%	-10	·	·	-1%	19%
COc1ccc(C(=O)NCC(=O)OCC(=O)Nc2sccc2C#N)cc1OC	1%	·	0%	?	0%	2%	2	5%	-5%	1%	2%
CCCOc1c(Br)cc(C(=O)NCC)cc1OC	4%	6	0%	2%	1%	6%	19	-26%	-7%	2%	3%
CCCCN(CC)CCNC(=O)c1cc2c(=O)n(C)c3ccccc3c2n1C	-7%	-2	2%	?	-3%	1%	-2	-9%	-16%	1%	6%
COc1ccc(CNC(=O)CN(CC2CCCO2)C(=O)CNS(=O)(=O)c2ccc(C)cc2)cc1 (stereo not drawn)	0%	4	7%	0%	3%	3%	0	-7%	-9%	-3%	-5%
CCN(CC)C(=O)CN1C(=O)C(=O)c2ccccc21	4%	-5	0%	6%	7%	1%	-7	-1%	?	1%	2%
COCCNC(=S)NC1CC2CCCC(C1)N2Cc1ccco1 (stereo not drawn)	10%	15	-1%	-3%	0%	-1%	26	4%	4%	-5%	-29%
CCCS(=O)(=O)N1CCN(Cc2ccccc2OCC)CC1	2%	-1	6%	2%	0%	-2%	-2	-9%	-8%	0%	-6%
O=C(CSc1nc2ccccc2c(=O)n1Cc1ccco1)N1CCCC1	0%	3	0%	?	1%	3%	7	-20%	0%	13%	-1%
CCCc1[nH]nc2c1C(c1ccc(O)cc1OCC)C(C#N)=C(N)O2 (stereo not drawn)	-1%	13	0%	-22%	-1%	0%	36	2%	18%	2%	11%
CCCC1(CCC)NC(=O)N(CC(=O)Nc2ccccc2OC)C1=O	-3%	-5	1%	-3%	1%	2%	-8	-5%	-6%	0%	1%[15.4 µM]

The list goes on, starting with the last 2 of the part before.
SMILES	ASM inhibitor	KCNH2 WT inh	GALK inhibitor	BCR signal inh	USP2a block	Mito fusion act	TSHR antagonist	Menin MLL FP TR	MBNL1-CUG inh	PKM2 activator	Eya2 inh
CCCc1[nH]nc2c1C(c1ccc(O)cc1OCC)C(C#N)=C(N)O2 (stereo not drawn)	-1%	13	0%	-22%	-1%	0%	36	2%	18%	2%	11%
CCCC1(CCC)NC(=O)N(CC(=O)Nc2ccccc2OC)C1=O	-3%	-5	1%	-3%	1%	2%	-8	-5%	-6%	0%	1%[15.4 µM]
Nc1ccc2nc[nH]c2c1	5%	-1	9%	7%	-1%	0%	2	-4%	10%	·	-1%
O=C(NC1CCCC1)c1cc2c(ccc3ccccc32)o1	-2%	12	1%	?	2%	-4%	-20	1%	14%	3%	3%
Cc1ccc(N2CCOCC2)c2c1C(=O)c1ccccc1C2=O	-8%	2	1%	5%	-1%	-1%	14	-15%	?	9%	-1%
c1ccc2c(c1)nc(N1CCOCC1)c1nnnn12	1%	-4	0%	?	6%	-3%	5	11%	-9%	-4%	2%
O=C(NC1CCCCC1)C(c1ccncc1)N(C(=O)c1csnn1)c1ccccc1 (stereo not drawn)	0%	-10	6%	-14%	2%	6%	2	13%	0%	-3%	-7%
COc1cc2cc(CN(Cc3cccnc3)C(=O)Nc3ccccc3)c(=O)[nH]c2cc1OC	20%	-7	3%	10%	7%	2%	-5	5%	-7%	10%	-3%
CCN(Cc1cnn(C)c1)C(=O)CC1C(=O)NCCN1Cc1cccc(OC)c1OC (stereo not drawn)	3%	12	0%	-6%	-1%	4%	1	3%	-14%	-4%	-11%
Cn1c(=O)cc(SCC(=O)N2CCOCC2)c2ccc(Cl)cc21	2%	-7	-4%	7%	2%	0%	-1	13%	0%	5%	10%
CCCCn1c(C(C)NC(=O)c2cccs2)nc2ccccc21 (stereo not drawn)	-1%	-2	0%	-1%	1%	0%	-2	-19%	-6%	2%	4%
C=CCO/N=C/C1C(=O)CC(C)(C)CC1=O	7%	6	1%	2%	-1%	-1%	7	0%	-12%	-5%	12%
COc1ccccc1N1CCN(S(=O)(=O)CCNC(=O)C2CCCCC2)CC1	6%	-1	·	1%	2%	5%	4	·	·	·	-7%
COc1cc(/C=N/NC(=O)c2cccnc2)ccc1OS(=O)(=O)c1ccc(C)cc1	-9%	2	-3%	0%	0%	2%	0	2%	?	-6%	1%
COc1cc(/C=N/NC(=O)c2ccncc2)ccc1OCCN1CCCCC1	9%	14	1%	0%	3%	-3%	2	-9%	13%	-3%	-3%
O=C(c1ccc(Oc2ccc([N+](=O)[O-])cc2)cc1)N1CCCCCC1	-1%	3	-2%	?	-1%	0%	-17	?	?	1%	-9%
COC(=O)c1c(C)[nH]c(C(=O)CSc2ncnc3sc(-c4ccccc4)cc23)c1C	1%	9	3%	6%	1%	-5%	-1	2%	-9%	-2%	-4%
Cc1cc(C)cc(OC(=O)CCN2C(=O)c3ccccc3C2=O)c1	-7%	-2	-2%	0%	2%	0%	-2	13%	3%	10%	1%
CC(=O)c1ccc(OCC(O)CN2CCN(S(=O)(=O)c3c(C)cc(C)cc3C)CC2)cc1 (stereo not drawn)	-2%	2	-2%	?	3%	-9%	-13	?	1%	·	-26%
COC(=O)C1CCN(c2cc(=O)n(Cc3ccc(F)cc3)c(=O)[nH]2)CC1	8%	-13	0%	5%	2%	-6%	11	3%	-3%	14%	-3%
CC(CCC(C)OC(=O)c1ccccc1C(=O)O)OC(=O)c1ccccc1C(=O)O (stereo not drawn)	1%	-10	-1%	0%	3%	4%	3	-2%	-8%	·	-2%
